Screening results from PubChem.
EWS-Fli block = blocks EWS/Fli oncoprotein-driven transcription; A673 NR0B1-luciferase reporter, viability-normalised; inhibition, % at 12.6 µM; 0.67% of 350,000 active; AID 651661;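 active = mean inhibition of at least 50% after viability correction, with every replicate also passing that limit; inconclusive = mean reaches 50% but only one of two replicates passes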;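 also: firefly luciferase signal divided by Alamar Blue viability fluorescence both relative to DMSO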
DENV2 CPE rescue = protects cells from dengue virus 2 cytopathic effect; DENV2-infected cells, cytopathic effect rescue, plate reader; 1.7% of 350,000 active; CPE inhibition, % at 9.99 µM; AID 651640; in the data active = CPE inhibition above about 20%, passing the limit was not always enough; inconclusive = no clear call, values can overlap the other calls; tested in BHK-21 cells;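 also: 0% = median of neutral control wells and 100% = median of positive control wells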
LGR2 inh = Drosophila LGR2 receptor signaling inhibition; HEK293 LGR2, CRE-luciferase, bursicon-stimulated, 4 h; 0.35% of 380,000 active; AID 720647; inhibition, % at 9.99 µM;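 active = drop in luminescence signal, shown as inhibition above about 50% in the replicate tests, limit read from the data, passing the limit was not always enough; inconclusive = probably only some replicates passing the limit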;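 also: agonist challenge used bursicon conditioned medium at about half maximal strength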
SIRT5 block = blocks human SIRT5 desuccinylation of peptide | Q9NXA8 | Purified SirT5, succinyl-peptide AMC, trypsin-coupled fluorescence | inhibition, % at 15 µM | 1.1% of 330,000 active | AID 652115; in the data active = inhibition above about 15%; inconclusive = no clear call, values can overlap the other calls
Target sequence (Q9NXA8 whole entry, looked up): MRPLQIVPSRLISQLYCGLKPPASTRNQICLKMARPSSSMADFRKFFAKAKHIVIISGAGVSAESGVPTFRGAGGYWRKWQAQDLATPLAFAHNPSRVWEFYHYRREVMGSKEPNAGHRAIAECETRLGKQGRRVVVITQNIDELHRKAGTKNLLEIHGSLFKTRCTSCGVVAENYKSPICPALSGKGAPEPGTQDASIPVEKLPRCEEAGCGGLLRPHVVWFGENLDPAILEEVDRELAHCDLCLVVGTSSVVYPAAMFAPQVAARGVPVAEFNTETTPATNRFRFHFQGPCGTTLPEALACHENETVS
ARNT-TACC3 inh = ARNT/TACC3 interaction disruption. Q9Y6A5. AlphaScreen His-ARNT PAS-B/GST-TACC3 binding, luminescence; TACC3 fragment carries E629A point mutation. inhibition, % at 9.99 µM. 0.66% of 390,000 active;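 active = mean inhibition of replicates at least 50% and at least half of replicates each reaching 50%; inconclusive = half or more replicates reach 50% but mean below 50%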;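 also: 0% = complete ARNT plus TACC3 wells and 100% = ARNT alone without TACC3; many hits fall short of the cut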
PAX8 inh HTS = inhibitors of PAX8 transcriptional activity in RMG-I cells; AID 652154; 1.2% of 360,000 active; inhibition, % at 12.6 µM; RMG-I TPO-luciferase reporter, SteadyGlo, 24 h;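 active = mean replicate inhibition at least 60% with every replicate also reaching 60%; inconclusive = only one of the two criteria is met; inactive = mean below 60% and not all replicates reaching 60%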;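 also: luciferase light reporting Pax8 driven TPO promoter activity; plate controls were median of neutral control wells for no effect and mitoxantrone controls for full effect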
CASP6 VEID inh = caspase-6 (human) enzyme inhibition; inhibition, % at 12.5 µM; purified caspase-6, Z-VEID-R110 cleavage fluorescence; 0.53% of 350,000 active; AID 686996; P55212;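 active = mean inhibition across replicates at least about 35%, with every replicate also reaching that limit, limit read from the data; inconclusive = only one of the two criteria met; inactive = neither criterion met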;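 also: 0% = median of neutral control wells and 100% = no fluorescence left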
Target sequence (P55212 24-179 limits assumed): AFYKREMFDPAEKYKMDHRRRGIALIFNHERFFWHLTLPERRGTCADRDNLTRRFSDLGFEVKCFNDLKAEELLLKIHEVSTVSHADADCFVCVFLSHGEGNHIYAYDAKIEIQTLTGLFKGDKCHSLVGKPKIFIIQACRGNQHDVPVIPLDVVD
Target sequence (P55212 194-293 limits assumed): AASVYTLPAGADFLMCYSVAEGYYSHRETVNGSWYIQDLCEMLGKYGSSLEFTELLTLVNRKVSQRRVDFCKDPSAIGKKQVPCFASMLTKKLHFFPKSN
The depositor's hits bear a star; ? = inconclusive; / = not tested or not shown.

SMILES	EWS-Fli block	DENV2 CPE rescue	LGR2 inh	SIRT5 block	ARNT-TACC3 inh	PAX8 inh HTS	CASP6 VEID inh
COc1ccc(CNC(=O)C[C@H]2C[C@H]3c4cc(NS(C)(=O)=O)ccc4O[C@H]3[C@@H](CO)O2)cc1	2	6	7	-1	-2	/	1
COc1cc2c(cc1OC)CN(Cc1cc(=O)oc3cc(C)c(Cl)cc13)CC2	/	/	-10	/	-2	12	/
Cc1noc(C)c1/C=N/Nc1ccccn1	9	-8	-26	-3	2	-3	1
COc1ccccc1/C=C/C(=O)Nc1ccc2c(c1)OCCO2	/	/	-47	/	-1	-81	/
O=C(Cn1[nH]c(=O)c2ccccc2c1=O)NNC(=O)c1ccccc1	7	0	-5	-2	-4	8	2
COc1ccc(NC(=O)Nc2cccc3c2O[C@@H](CN(C)C(=O)Nc2ccc4c(c2)OCO4)[C@H](C)CN([C@H](C)CO)C3=O)cc1	-10	13	2	7	-5	/	1
COc1ccc(CCn2c(=N)c(C(=O)NCc3ccco3)cc3c(=O)n4ccccc4nc32)cc1OC	3	4	-1	-5	27*	7	-1
CCCC#Cc1cnc2c(c1)C(=O)N([C@H](C)CO)C[C@@H](C)[C@H](CN(C)C(=O)c1cnccn1)O2	-5	1	12	-1	2	/	-1
Cc1ccc(C(=O)Nc2cccc([N+](=O)[O-])c2)cc1S(=O)(=O)Nc1ccc(C(=O)O)cc1	0	1	9	3	35	-3	10
CC(C)N(C(=O)c1nn(C)c2c1CSc1ccccc1-2)C1CCCCC1	/	14	21	-6	3	10	-2
Cc1noc(C)c1NC(=O)N[C@H]1CC[C@@H](CC(=O)NCc2ccc(Cl)c(Cl)c2)O[C@H]1CO	3	14	-6	-4	10	6	2
C[C@@H]1CCCCO[C@@H](CN(C)S(=O)(=O)c2cn(C)cn2)[C@H](C)CN([C@H](C)CO)C(=O)c2cc(NC(=O)NC3CCCCC3)ccc2O1	0	5	0	-3	-15	-11	0
Cc1cc(N=Nc2ccc(Cl)cc2)cc(CN2CCCC2)c1O	-17	6	1	/	25	-23	-5
CC(=O)N1CCN(S(=O)(=O)c2cccc(C(=O)NNC(=O)Cn3nc(C)cc3C)c2)CC1	-5	6	7	-4	/	-5	-3
C/C=C/c1ccc([C@@H]2[C@@H](CN(C)C(=O)CN(C)C)N(C(=O)C3CC3)[C@H]2CO)cc1	5	18	12	/	5	-1	/
Cc1cc(C)n(CC(=O)N/N=C/c2ccc3c(c2)OCO3)n1	13	19	-2	-1	-5	16	0
Cc1ccc(-n2[nH]c(C)c(C=Nc3ccc4[nH]c(=O)[nH]c4c3)c2=O)cc1	-8	8	3	-6	-22	0	-3
CCCCN(C(=O)c1ccncc1)c1c(N)n(CCC)c(=O)[nH]c1=O	-5	8	-11	2	21	13	2
O=C1/C(=C/c2cccc(Cl)c2)SC(=S)N1CCC(=O)N1CCCCC1CCO (stereo unspecified)	/	-7	-6	-2	4	57	2
CC12CCC(C(=O)N(c3ccccc3Cl)C1=O)C2(C)C (stereo unspecified)	19	?	10	1	6	19	0

Limited to LGR2 inh and CASP6 VEID inh (2 entries from above):
SMILES,LGR2 inh,CASP6 VEID inh
Cc1noc(C)c1/C=N/Nc1ccccn1,-26,1
Cc1cc(C)n(CC(=O)N/N=C/c2ccc3c(c2)OCO3)n1,-2,0

(further entries)
SMILES	EWS-Fli block	DENV2 CPE rescue	LGR2 inh	SIRT5 block	ARNT-TACC3 inh	PAX8 inh HTS	CASP6 VEID inh
Cc1ccc(S(=O)(=O)N(C)C[C@@H]2Oc3ccc(NS(=O)(=O)c4c(C)noc4C)cc3CC(=O)N([C@H](C)CO)C[C@@H]2C)cc1	5	11	4	10	-14	4	-3
CCOC(=O)c1[nH]c(C(=O)O)c(CCC(=O)OC)c1C	-13	1	4	-7	-6	/	-1
Cc1ccc(NC(=O)Cn2cnc3c(nnn3Cc3ccc(F)cc3)c2=O)cc1	-4	0	-5	2	21	14	-2
N#Cc1c(N)nc2c(c1-c1cccnc1)CCCCC2	/	/	8	-4	-5	/	1
O=C(O)Cn1nnnc1SCC(=O)Nc1ccccc1F	10	-9	14	1	0	2	-3
Cc1cc(C)n(CCN(C)C(=O)C2CCC(=O)N(CCN3CCOCC3)C2)n1 (stereo unspecified)	1	1	-3	-2	3	/	-7
C[C@@H]1CN([C@H](C)CO)C(=O)c2cc(NC(=O)c3ccncc3)ccc2O[C@H]1CN(C)Cc1ccc(Oc2ccccc2)cc1	24	0	2	2	13	37	0
CS/C(=C\[N+](=O)[O-])Nc1ccc(C)cc1	12	-5	-13	-5	19	10	0
C[C@H](CO)N1C[C@H](C)[C@@H](CN(C)Cc2ccc(C(F)(F)F)cc2)OCCCC[C@H](C)Oc2ccc(NC(=O)Nc3ccc(F)cc3)cc2C1=O	12	-3	12	7	-4	88*	1
C[C@@H]1CN([C@H](C)CO)C(=O)c2cccc(NC(=O)C3CC3)c2O[C@@H]1CN(C)Cc1ccccc1	-3	16	8	-4	4	-5	1
COc1ccc(CN2C[C@@H](CO)O[C@@H](n3cnc4c(NCCN(C)C)ncnc43)C2)cc1	3	2	-14	-3	/	5	-9
C[C@@H]1CN([C@H](C)CO)C(=O)c2cc(NC(=O)Nc3cccc4ccccc34)ccc2O[C@@H]1CN(C)C(=O)NC1CCCCC1	-13	15	-12	3	2	15	-4
O=C(Nc1nnc(C2CCCCC2)s1)C1CC(=O)N(c2ccccc2)C1 (stereo unspecified)	-9	-5	8	-3	/	2	/
CC(C)c1ccc(NC(=O)c2snc3ccc(Cl)cc23)cc1	-58	-12	/	-5	5	-85	-3
COc1ccc(-c2cc(C)no2)cc1S(=O)(=O)N1CCN(c2ccc([N+](=O)[O-])cc2)CC1	/	-6	-2	-2	0	30	-1
NC(=O)C1CCN(c2nc(-c3cccc(Cl)c3)cs2)CC1	-63	17	-74	-2	2	-272	-1
CCCNC(=O)C[C@H]1C[C@H]2c3cc(NS(=O)(=O)c4ccc(OC)cc4)ccc3O[C@H]2[C@@H](CO)O1	-1	-5	11	/	-10	1	/
CC(C)Sc1nc2c(c(=O)n1C)SC(C)C2 (stereo unspecified)	-3	2	/	-2	-8	4	3
O=C(O)CCCN1C(=O)/C(=C/c2cn(-c3ccccc3)nc2-c2cccs2)SC1=S	/	/	2	/	39	5	/
COCCn1c(=NC(=O)CSCC(=O)N2CCOCC2)sc2ccccc21	-9	-2	10	-1	5	7	-2
Cc1noc(/C=C/N(C)C)c1S(=O)(=O)N1CCCC(C(=O)NCc2cccs2)C1 (stereo unspecified)	7	8	-12	3	/	20	2
CC(C)NC(=O)N(C)C[C@@H]1Oc2ccc(NC(=O)C3CCCCC3)cc2CC(=O)N([C@H](C)CO)C[C@H]1C	4	?	-5	0	-10	2	-1
O=S(=O)(c1ccc(Nc2ccc(-c3ccc4c(c3)OCCO4)nn2)cc1)N1CCCC1	-40	4	-19	1	5	/	-2
CCNc1nc(SCCOc2ccc(Br)cc2)nc(N(C)C)n1	5	1	-1	-3	0	0	0
C/C=C/c1ccc([C@@H]2[C@@H](CO)N3C(=O)CN(C(=O)c4cnccn4)C[C@H]23)cc1	/	-3	-16	1	/	/	1
CC(=O)Oc1ccc2c3c(c(=O)oc2c1C)CCCC3	9	-3	-11	-16	-10	10	-3
COc1ccc(CN(C)C(=O)COC(=O)c2c(C)nn(-c3ccc(F)cc3)c2Cl)cc1	2	-2	-4	-2	-2	-4	-2
O=C(CSc1nnc(NC(=O)c2ccc(F)cc2F)s1)NC1CC1	-38	12	-8	-17	0	-93	/
COCCCn1c(SCC(=O)NCc2ccccc2)nc2ccccc2c1=O	/	4	-13	0	3	/	2
CO[C@H]1CN(C)C(=O)c2cc(NS(C)(=O)=O)ccc2OC[C@H](C)N(Cc2nccs2)C[C@@H]1C	-3	1	-7	0	-1	-6	0
COc1ccc(Cl)cc1C(=O)Nc1ccncc1	5	5	9	4	-5	-6	-4
Cc1noc(C)c1NC(=O)Nc1ccc2c(c1)C(=O)N([C@@H](C)CO)C[C@@H](C)[C@@H](CN(C)C)OCCCC[C@H](C)O2	-1	11	-14	-3	-6	-17	-1
COc1ccc(Cl)cc1NS(=O)(=O)c1c(C)nc2sccn2c1=O	-12	4	3	/	-6	-6	-1
O=C(/C=C/c1ccco1)NCCc1ccccc1	-45	3	-41	-5	0	-125	1
OC[C@@H]1[C@@H](c2ccccc2)C2(CN(CCC(F)(F)F)C2)N1Cc1cccnc1	-6	-15	-1	-3	/	3	-3
CCn1c(SCC(=O)N/N=C/C=C/c2ccco2)nnc1-c1ccccc1	-4	3	8	3	/	-12	12
NC(CCC(=O)O)C12CC3CC(CC(C3)C1)C2 (stereo unspecified)	5	9	2	-3	-8	1	-2
C[C@@H]1CN([C@@H](C)CO)S(=O)(=O)c2ccc(C#CCN(C)C)cc2O[C@@H]1CN(C)Cc1ccccn1	7	-3	-20	-3	-3	/	0
CC1(C)Cc2c(sc(NC(=O)C(=O)N3CCCC3)c2C#N)CO1	2	0	22	3	21	-21	-5
Nc1cc(=O)[nH]c(SCc2ccccc2Cl)n1	20	2	12	-3	-12	28	0
Cc1ccc(NC(=O)Cn2c3ccc(F)cc3c3nc4n(c(=O)c32)CCS4)cc1F	9	1	11	-6	6	15	10
CC1CCN(CC(=O)NC2CCCCC2)CC1	3	?	-5	-1	-7	16	-5
COc1ccc(S(=O)(=O)N(C)C[C@@H]2Oc3ncc(C#CC4(O)CCCC4)cc3C(=O)N([C@H](C)CO)C[C@@H]2C)cc1	0	3	-24	-1	-4	-1	1
CCNC(=O)Nc1ccc2c(c1)C(=O)N(C)[C@H]1CC[C@@H](CC(=O)NCC3CCCCC3)O[C@@H]1CO2	-5	-1	5	2	0	6	4
CN1C(=O)NC(c2ccc(O)cc2)C(C(=O)c2cccs2)C1(O)C(F)(F)F (stereo unspecified)	-7	-1	-34	0	-4	/	-1
N#Cc1ccc(C(=O)N2CCN(S(=O)(=O)c3ccc(Cl)s3)CC2)cc1	-2	4	-18	-2	/	-4	1
CCOc1ncccc1C(=O)Nc1nnc(C)s1	-22	-1	-29	2	0	-44	8
CCC(=O)N1CCC2(CC1)CN(C(C)=O)[C@H](CO)c1[nH]c3cc(OC)ccc3c12	-21	-8	6	-1	/	/	3

Structural class, those above containing two or more sulfur atoms (ten)
SMILES	EWS-Fli block	DENV2 CPE rescue	LGR2 inh	SIRT5 block	ARNT-TACC3 inh	PAX8 inh HTS	CASP6 VEID inh
O=C1/C(=C/c2cccc(Cl)c2)SC(=S)N1CCC(=O)N1CCCCC1CCO (stereo unspecified)	/	-7	-6	-2	4	57	2
Cc1ccc(S(=O)(=O)N(C)C[C@@H]2Oc3ccc(NS(=O)(=O)c4c(C)noc4C)cc3CC(=O)N([C@H](C)CO)C[C@@H]2C)cc1	5	11	4	10	-14	4	-3
CC(C)Sc1nc2c(c(=O)n1C)SC(C)C2 (stereo unspecified)	-3	2	/	-2	-8	4	3
O=C(O)CCCN1C(=O)/C(=C/c2cn(-c3ccccc3)nc2-c2cccs2)SC1=S	/	/	2	/	39	5	/
COCCn1c(=NC(=O)CSCC(=O)N2CCOCC2)sc2ccccc21	-9	-2	10	-1	5	7	-2
Cc1noc(/C=C/N(C)C)c1S(=O)(=O)N1CCCC(C(=O)NCc2cccs2)C1 (stereo unspecified)	7	8	-12	3	/	20	2
O=C(CSc1nnc(NC(=O)c2ccc(F)cc2F)s1)NC1CC1	-38	12	-8	-17	0	-93	/
CO[C@H]1CN(C)C(=O)c2cc(NS(C)(=O)=O)ccc2OC[C@H](C)N(Cc2nccs2)C[C@@H]1C	-3	1	-7	0	-1	-6	0
COc1ccc(Cl)cc1NS(=O)(=O)c1c(C)nc2sccn2c1=O	-12	4	3	/	-6	-6	-1
N#Cc1ccc(C(=O)N2CCN(S(=O)(=O)c3ccc(Cl)s3)CC2)cc1	-2	4	-18	-2	/	-4	1
